N-glyco inh: blocks N-linked glycosylation in D54 reporter cells; D54 ERlucT glycosylation luciferase reporter, 24 h; percent of 100 nM tunicamycin response; reporter increase, % at 12.5 µM; 360,000 compounds, 0.23% hits;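 active means mean luciferase reporter signal, scaled so untreated is 0 and the glycosylation-blocking control 100, at or above a set limit in every replicate; inconclusive means mean reaches the limit but not every replicate does; inactive means mean below the limit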;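 further: luciferase carries N-glycosylation sites so blocking glycosylation raises the light; 0% = median of neutral control wells and 100% = median of 100 nM tunicamycin wells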
CaV13 FRET inh: Primary screen for inhibitors of IQ motif and Ca2+-dependent inactivation inhibitor domain binding in CACNA1D, Förster resonance energy transfer in living cells, …. HEK cells, CFP/YFP FRET ICDI-IQ, plate reader, 10 min; percent FRET-ratio fall versus neutral wells. inhibition, % at 12.3 µM. 340,000 compounds, 0.098% hits;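 active means mean replicate inhibition of at least 30% and at least 1% of replicates passing that level; inconclusive means only one of the two criteria is met; inactive means neither criterion is met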;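 further: 0% = median of the neutral control wells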
Cardio protect: modulators protecting cardiomyocytes from myocardial damage; H9c2 cardiomyocytes, H2O2 injury protection, ATPLite, 2 h; 360,000 compounds, 0.63% hits; protection from H2O2 cell death, % at 20 µM;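 active means compounds giving at least 50% protection of heart cells from peroxide-induced death in the single-dose screen, raw or plate-pattern-corrected value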;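 further: 0% = DMSO wells with peroxide and 100% = DMSO wells without peroxide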
MC4R antagonist: human MC4R antagonism in cAMP assay; P32245; MC4R-expressing cells, MTII-stimulated cAMP, LANCE TR-FRET; inhibition, % at 6.5 µM; 360,000 compounds, 0.48% hits; AID 540295;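 active means inhibition above its plate's cutoff, the mean of tested wells on that plate plus 3 SD, cut at about 29% in these data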;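 further: 0% = Melanotan II alone and 100% = Melanotan II plus saturating MCL0020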
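Test system: U2OS cells stably expressing human melanocortin 4 receptor (MC4R); also added: Melanotan II challenge; compound: 6.5 µM single dose; timing: 30-min compound preincubation, 1-h Melanotan II challenge, 1-h detection, room temperature; signal: Eu-cAMP/anti-cAMP TR-FRET, emission 671 nm; repeats: one well per compound, no replicates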
PDI turbidity: inhibitors of human protein disulfide isomerase | P07237 | PDI insulin aggregation turbidity, A650, 90 min | inhibition, % at 10 µM | 350,000 compounds, 0.052% hits | AID 588391;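 active means mean inhibition across replicates of 30% or more, whatever share of single replicates reach that level; inconclusive means mean inhibition below 30% while every single replicate reaches 30%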;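 further: absorbance from insulin aggregation driven by PDI reduction with DTT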
Exocytosis inh: lytic granule exocytosis inhibition | TALL-104 LAMP-1 surface exposure, flow cytometry; cells stimulated with thapsigargin and PMA | inhibition, % at 10 µM | 360,000 compounds, 0.66% hits;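 active means inhibition above about 55%, limit read from the data; inconclusive means no clear call, values can overlap the other calls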
m5-HT2A agonist: mouse HTR2A agonism via beta-arrestin recruitment; P35363; CHO-K1 mHTR2A beta-arrestin complementation, luminescence; percent of 30 µM serotonin response; 360,000 compounds, 0.66% hits; activation, % at 7.6 µM;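 active means activation above a run cutoff, the mean activation of all tested compounds plus 3 SD, cut at about 14% in these data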;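 further: 0% = plate median of compound wells and 100% = 30 µM serotonin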
ABHD5-PLIN5 inh: blocks binding of human ABHD5 to perilipin-5. AID 602281. 360,000 compounds, 0.78% hits. Split G. princeps luciferase complementation, luminescence, 4 h. inhibition, % at 4 µM. Q00G26+Q8WTS1;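 active means inhibition above the mean inhibition across every tested compound plus 3 SD, cut at about 22% in these data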;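 further: 0% = DMSO only wells and the 100% control is not disclosed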
Target sequence (Q00G26 whole entry, looked up): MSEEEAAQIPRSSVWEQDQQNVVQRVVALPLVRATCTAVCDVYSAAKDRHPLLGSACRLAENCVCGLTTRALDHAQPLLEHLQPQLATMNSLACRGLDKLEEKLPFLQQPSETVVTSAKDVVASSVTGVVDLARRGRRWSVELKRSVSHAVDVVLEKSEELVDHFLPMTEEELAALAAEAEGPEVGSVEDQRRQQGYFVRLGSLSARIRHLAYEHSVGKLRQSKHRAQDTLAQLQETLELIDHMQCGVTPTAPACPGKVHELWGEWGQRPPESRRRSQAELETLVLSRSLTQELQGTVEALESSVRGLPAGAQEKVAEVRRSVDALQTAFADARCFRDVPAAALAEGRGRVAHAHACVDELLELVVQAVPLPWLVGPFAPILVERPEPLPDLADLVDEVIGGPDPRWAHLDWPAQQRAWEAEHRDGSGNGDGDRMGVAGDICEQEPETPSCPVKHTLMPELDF
Target sequence (Q8WTS1 whole entry, looked up): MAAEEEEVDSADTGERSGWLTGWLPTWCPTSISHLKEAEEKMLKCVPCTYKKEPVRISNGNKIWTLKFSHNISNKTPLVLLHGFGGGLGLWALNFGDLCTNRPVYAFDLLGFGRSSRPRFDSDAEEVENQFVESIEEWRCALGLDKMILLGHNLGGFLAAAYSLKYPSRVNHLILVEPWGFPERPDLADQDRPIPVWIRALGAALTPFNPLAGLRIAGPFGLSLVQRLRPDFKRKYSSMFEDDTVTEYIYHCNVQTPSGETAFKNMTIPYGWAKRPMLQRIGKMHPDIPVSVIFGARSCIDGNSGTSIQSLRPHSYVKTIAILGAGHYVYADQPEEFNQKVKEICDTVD
ABCB6 inh MLPCN: human ABCB6 transporter inhibition. AID 602162. 360,000 compounds, 0.19% hits. fluorescence ratio to DMSO, % at 10 µM. Q9NP58. K562-ABCB6 porphyrin accumulation, flow cytometry, 1 h; stronger effect = lower value;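 active means fluorescence ratio to DMSO below 75%, the collection mean minus 3 SD; inconclusive means too few cells collected in the well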;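 further: signal is porphyrin accumulated inside mitochondria; 100% equals median channel fluorescence of DMSO control wells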
MC4R ag barr: activates human MC4R beta-arrestin recruitment; U2OS MC4R beta-arrestin complementation, luminescence; percent of melanotan II response, DMSO zero; activation, % at 8.9 µM; 360,000 compounds, 0.98% hits;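 active means activation above a per-plate cutoff, the mean activation of sample wells on that plate plus 3 SD, cut at about 8% in these data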
* marks the source's active call; other numbers are inactive results; ? = inconclusive; / = no result given. Random draw from the library. Share with any hit: about 4.2%.

SMILES	N-glyco inh	CaV13 FRET inh	Cardio protect	MC4R antagonist	PDI turbidity	Exocytosis inh	m5-HT2A agonist	ABHD5-PLIN5 inh	ABCB6 inh MLPCN	MC4R ag barr
CCOc1ccc(CCN2C(=S)N([C@@H](Cc3ccc(O)cc3)CN3CCC[C@@H]3CN3C(=S)NC[C@@H]3Cc3ccccc3)C[C@@H]2Cc2ccccc2)cc1	-7	-6	4	/	/	13	-2	16	102	/
O=C(Nn1c(Cc2cccs2)nc2ccccc2c1=O)c1ccc(F)c(F)c1	/	4	-6	-1	-4	-1	1	-2	96	-1.2
CC(C(=O)NC1CCCC1)N1CCN(Cc2ccccc2)CC1 (configuration not stated)	2	-1	-2	-7	-10	-3	-5	-2	93	-2.5
Cc1ccc(/C(O)=C2\C(=O)C(=O)N(CCCN3CCOCC3)C2c2ccccc2F)cc1 (configuration not stated)	0	-5	8	8	-10	-5	0	0	96	-0.3
CC1CCc2nc(NC(=O)C3COc4ccccc4O3)sc2C1 (configuration not stated)	-20	-3	-25	2	/	5	7	-4	96	4.2
O=C(O)C[C@H]1c2cc(C(F)(F)F)ccc2S(=O)(=O)N1C1CCCCC1	4	-9	5	5	2	-12	5	0	99	-7.6
COc1ccccc1Cc1c(-c2cccc(Br)c2)nc2ccc(Br)cn12	-2	-7	-1	/	/	-4	2	-5	96	/
COCCN1C[C@@H](CO)O[C@@H](n2cnc3c(NCc4ccc(F)cc4)ncnc32)C1	3	12	16	1	-7	-1	-4	1	94	-0.9
CCCc1cc(C(=O)Nc2ccccc2SC)no1	0	11	-6	6	/	-1	-3	-2	99	3.7
Nc1cccc(-c2cn3cc(C(F)(F)F)cc(Cl)c3n2)c1	-12	-5	-8	3	9	-5	-1	2	93	-1.7
NC(=O)NC(CC(=O)NNC(=O)c1ccccn1)c1ccccc1Cl (configuration not stated)	1	-5	3	-5	10	-3	-4	5	97	-1.0
CCOC1CCCCC1NS(=O)(=O)c1ccc(Cl)cc1 (configuration not stated)	0	-9	-1	0	-11	-1	5	5	100	-0.7
CCOC(=O)Cc1csc(NS(=O)(=O)Cc2ccccc2)n1	-1	-5	8	-2	0	-2	1	-2	97	-1.9
C=CCC(NCc1ccccc1)c1ccc(OC)cc1 (configuration not stated)	0	-4	-3	9	-17	7	5	1	102	-1.9
CN1CCN(Cc2nc3c(c(=O)n(C)c(=O)n3C)n2Cc2cccc3ccccc23)CC1	0	-5	3	11	-4	0	2	-14	99	1.9
COc1ccc(NS(=O)(=O)c2ccc(N3CCN(CCO)CC3)c([N+](=O)[O-])c2)cc1	-3	-5	-16	0	6	0	4	0	90	-4.2
CCn1c(CNc2ccc(C)cc2)nnc1SCC(=O)NCc1ccccc1	0	-8	4	11	3	-2	-2	2	104	0.5
COc1cccc(NC(=O)C(C)Oc2ccccc2)c1 (configuration not stated)	0	-4	4	2	-6	-3	-2	-2	103	-1.4
CC1CCCCC1NC(=O)Cn1c(=O)oc2cc(S(=O)(=O)N3CCCC3)ccc21 (configuration not stated)	-4	-7	30	-4	6	1	-3	-10	104	-1.9
COc1cc(C(=O)NCc2nnc(SCC(=O)N3CCC(C)CC3)o2)cc(OC)c1OC	4	-5	2	14	2	1	-4	7	85	-0.6
COc1ccc(C(=S)Nc2ccccc2)cc1	1	/	-4	10	-1	0	3	-9	104	1.3
C=CCSC1=C(C#N)C2(CCCCC2)C(C#N)C(=O)N1 (configuration not stated)	2	-5	-3	4	0	-1	1	-1	96	-0.8
CCOc1ccc2nc(NC(=O)CC3Oc4ccccc4NC3=O)sc2c1 (configuration not stated)	-1	-3	-3	9	-11	-1	0	-1	102	5.8
CN(CCO)c1nc(N)c(C#N)c(CC#N)c1C#N	-1	-6	12	-8	1	2	1	3	96	0.6
O=C(CSc1nnc(-c2ccc(Cl)cc2)n1Cc1ccco1)NCc1ccc2c(c1)OCO2	4	-5	5	-5	6	-1	-3	2	102	-0.9
CC(C)C(OC(=O)c1nsc(Cl)c1Cl)C(=O)NCc1ccccc1 (configuration not stated)	0	-3	-5	-1	14	14	0	-3	100	0.6
CCOc1cc(/C=C(/C#N)c2ccc(F)cc2)ccc1OCc1ccc(C(=O)O)o1	1	-1	4	-4	0	5	-3	14	90	0.1
O=C(COC(=O)C1CCCN1C(=O)C12CC3CC(CC(C3)C1)C2)c1ccc(Br)cc1 (configuration not stated)	3	9	-8	0	2	-2	-3	-4	97	14*
CCc1nccn1S(=O)(=O)c1ccc(C)c(C)c1	1	1	10	2	0	3	-2	3	89	2.5
CC(=O)c1ccc(OCc2cc(C(=O)NCCN3CCCC(O)C3)no2)cc1 (configuration not stated)	2	-3	1	2	3	1	-6	-1	100	-2.8
CC1CCCCN1C(=S)Nc1ccc2nc3n(c(=O)c2c1)CCCCC3 (configuration not stated)	-2	-3	-6	12	-5	-4	1	0	97	-1.9
Cc1cccc(CSC2=NCCN2C(=O)c2ccc(Br)o2)c1	-2	-7	-2	10	0	20	6	1	96	2.2
N=C(N)SCc1ccc(Cl)c2ccccc12	12	-19	-15	3	21	9	-1	5	93	8.1
O=c1/c(=C\c2cccnc2)sc2nc3ccccc3n12	3	-8	10	2	1	2	2	6	102	0.3
CCN(CC)S(=O)(=O)c1ccc2c(c1)oc(=O)n2CC(=O)N(C)C1CCCCC1	1	-14	-2	-1	5	-1	-2	-2	99	-0.2
FC(F)(F)c1ccc(/C=N/N2CCN(Cc3ccccc3)CC2)cc1	-2	-3	-18	-1	-18	-2	-2	-13	100	0.0
CCN(CC)S(=O)(=O)c1ccc(N2CCOCC2)c(NC(=O)c2c3c(nc4ccccc24)CCC3)c1	-3	-9	13	13	9	-1	8	6	94	0.7
O=C(CCCC(=O)OCC(=O)c1ccc(F)cc1)Nc1cc(C(F)(F)F)ccc1Cl	3	-7	-8	-2	-10	-1	-8	1	95	0.8
O=C(NCCN1CCOCC1)c1csc2c1CCCC2	1	-4	7	26	-5	0	-4	-5	95	-0.8
CCCc1cc(C(=O)NNC(=S)NC(C)c2ccccc2)cs1 (configuration not stated)	-1	-4	-3	16	3	1	0	-3	97	1.3
CCOC(=O)c1c(C)nc(SC)c(C#N)c1-c1ccccc1	-1	-4	1	10	-7	-1	4	-5	98	-0.4
Cc1ccc(Cl)cc1N1CCN(S(=O)(=O)c2ccc3c(c2)oc(=O)n3C)CC1	-8	-4	1	-1	0	-2	1	7	97	-1.6
COc1ccc(C(=O)N(CC(=O)Nc2sc(C)c(C)c2C(N)=O)C2CCCC2)cc1	3	-2	-6	16	-5	?	3	8	99	-0.7
Cn1c(SCCOc2ccc(Cl)cc2)nnc1-c1ccncc1	13	-5	-2	13	-6	0	-2	5	100	0.1
COc1cc(/C=C2/C(=N)N3N=C(CC(=O)N4CCOCC4)SC3=NC2=O)ccc1OC(C)c1ccccc1 (configuration not stated)	-1	-2	-1	4	9	1	-6	-5	101	-2.6
NCCCn1c(C(=O)c2ccc(Cl)cc2)c2ccc([N+](=O)[O-])cc2[n+]1[O-]	-3	-5	-4	3	2	28	6	6	99	0.6
CCOc1ccc(C2C(C(=O)OC)=CN(CCOC)C=C2C(=O)OC)cc1	0	-4	0	5	0	3	-3	2	98	-0.1
O=C(CSc1nn(-c2ccc(Cl)cc2)c(=S)s1)NCC1CCCO1 (configuration not stated)	-1	-5	-7	3	0	0	3	-3	96	-1.0
CCCCNS(=O)(=O)C1CCS(=O)(=O)C1 (configuration not stated)	0	-5	4	6	1	-6	6	6	101	0.1
Clc1cccc(-c2nc3ccc(Br)cn3c2Cc2ccsc2)c1	2	-4	1	/	/	-5	0	-5	106	/
O=C(NC1CC1)C1CC(=O)N(C2CCCCC2)C1 (configuration not stated)	4	-9	0	-1	-7	5	1	3	96	0.4
Cc1ccc(SC[C@H](C)CN2CC[C@H](C)CCC2=O)cc1	-3	-11	-12	0	6	-17	-12	-5	97	0.1
Cc1nn(CC(=O)Nc2ccc(C#N)cc2)c(C)c1[N+](=O)[O-]	0	-2	-4	18	-4	-2	-1	0	103	0.3
CCNC(=O)CCSc1nnc(-c2ccco2)o1	0	-3	-10	7	-5	-5	-1	4	99	5.2
CCCCCCCC(=O)NN=C1CCN(Cc2ccccc2)CC1	2	-3	-5	11	5	-2	-5	-6	85	-2.3
Cc1cc(C(=O)COc2ccccc2C(N)=O)c(C)n1CC1CCCO1 (configuration not stated)	-2	-7	0	3	-1	0	1	-11	92	-2.1

Filtered by structure: the entries above with an aryl thioether with sulfur outside any ring
SMILES	N-glyco inh	CaV13 FRET inh	Cardio protect	MC4R antagonist	PDI turbidity	Exocytosis inh	m5-HT2A agonist	ABHD5-PLIN5 inh	ABCB6 inh MLPCN	MC4R ag barr
CCCc1cc(C(=O)Nc2ccccc2SC)no1	0	11	-6	6	/	-1	-3	-2	99	3.7
CCn1c(CNc2ccc(C)cc2)nnc1SCC(=O)NCc1ccccc1	0	-8	4	11	3	-2	-2	2	104	0.5
COc1cc(C(=O)NCc2nnc(SCC(=O)N3CCC(C)CC3)o2)cc(OC)c1OC	4	-5	2	14	2	1	-4	7	85	-0.6
O=C(CSc1nnc(-c2ccc(Cl)cc2)n1Cc1ccco1)NCc1ccc2c(c1)OCO2	4	-5	5	-5	6	-1	-3	2	102	-0.9
CCOC(=O)c1c(C)nc(SC)c(C#N)c1-c1ccccc1	-1	-4	1	10	-7	-1	4	-5	98	-0.4
Cn1c(SCCOc2ccc(Cl)cc2)nnc1-c1ccncc1	13	-5	-2	13	-6	0	-2	5	100	0.1
O=C(CSc1nn(-c2ccc(Cl)cc2)c(=S)s1)NCC1CCCO1 (configuration not stated)	-1	-5	-7	3	0	0	3	-3	96	-1.0
Cc1ccc(SC[C@H](C)CN2CC[C@H](C)CCC2=O)cc1	-3	-11	-12	0	6	-17	-12	-5	97	0.1
CCNC(=O)CCSc1nnc(-c2ccco2)o1	0	-3	-10	7	-5	-5	-1	4	99	5.2

Screening data as filed in PubChem BioAssay.
